Bioassay records (PubChem BioAssay)
Hsp70 displacement = small molecules displacing fluorescent ligand from Hsp70 – biochemical, fluorescence polarization, primary screen (AID 583). Hsp70 fluorescence polarization probe displacement, mP; higher % means a stronger effect. displacement, % at 20 µM, or IC50 in µM where a hit was titrated. actives 0.06% (n = 140,000); in the data active = displacement above about 50%;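 note: plate controls were vehicle for no effect and reference ligand for full effect; a part of the inactive calls stands beside numbers as strong as those of hits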
MKP-3 inhibition = MKP-3 phosphatase inhibitors, primary screen, biochemical, rat enzyme, in vitro (AID 425). one-dose inhibition, % at 20 µM; IC50 in µM for titrated hits. recombinant MKP-3 phosphatase activity, fluorescence; higher % means a stronger effect. actives 0.17% (n = 110,000); in the data active = inhibition above about 50%;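 note: plate controls were vehicle for no effect and reference inhibitor for full effect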
* marks the source's active call; other numbers are inactive results; · = no result given; & = joins results of further samples. Only part of the results is shown. The share of hits here may be higher or lower than overall.

SMILES	Hsp70 displacement	MKP-3 inhibition
CN1CC2CCCC3(C1)C(=O)NC1(CCCCC1)N=C23 (stereo not given)	2.8%	-11%
CN(C)CC(C)(C)NS(=O)(=O)c1ccc(Cl)cc1	6.0%	4%
Cc1cc(C)c(OCCN2CCOCC2)c(Cl)c1	0.7%	4%
CC(NC(=O)C(=O)NC(C)C1COc2ccccc2O1)C1COc2ccccc2O1 (stereo not given)	7.3%	-3%
O=C(CSc1ncn[nH]1)N1CCN(S(=O)(=O)c2ccc(Cl)cc2)CC1	0.4%	·
COc1ccc(CNC(=O)Cn2nc(C)c([N+](=O)[O-])c2C)cc1	-0.4%	0%
O=C(Nc1cccc(C(=O)Nc2cccc(Cl)c2)c1)c1ccc(F)cc1	0.9%	3%
O=C(COc1ccc(Cl)cc1)Nc1ccc(Cl)cn1	-1.3%	-14%
CCCCCCn1c(SCCCC)nc2c1c(=O)[nH]c(=O)n2C	3.5%	-6%
Cc1ccc(-c2oc3ncnc(N)c3c2-c2ccc(C)cc2)cc1	3.3%	·
COc1ccc(OC)c(/C=N/NC(=O)C(=O)Nc2ccc(OC)cc2OC)c1	-3.1%	2%
CC(=O)Nc1ccc(S(=O)(=O)N2CCN(c3ccccn3)CC2)cc1	3.0%	·
CC1=CCP(=O)(c2ccccc2)C1 (stereo not given)	-0.7%	-12%
Cc1ccc(C)c2nc(N3CCCC3)c(C#N)cc12	-1.0%	-5%
COc1ccc2nc(NC(=O)c3cc(S(=O)(=O)N4CCOCC4)ccc3C)sc2c1	-2.9%	·
CCCN(CCC)C(=O)c1cccc(Cl)c1	-1.6%	5%
CC1(C)CC(=O)C(C=NCCc2ccccn2)=C(O)C1	0.6%	1%
Cc1ccc(/C(N)=N/OC(=O)Oc2ccccc2)cc1	-3.0%	·
O=C(C(Cc1ccccc1)n1cccc1)N1CCCCC1 (stereo not given)	-0.9%	-6%
CC(NC(=O)CN(C)Cc1nc2ccccc2c(=O)[nH]1)c1ccccc1 (stereo not given)	0.4%	·

Record cards, from the list above. Order of values: Hsp70 displacement, MKP-3 inhibition
`CC(=O)Nc1ccc(S(=O)(=O)N2CCN(c3ccccn3)CC2)cc1` as listed: 3.0%, ·
`O=C(C(Cc1ccccc1)n1cccc1)N1CCCCC1` (stereo not given) as listed: -0.9%, -6%
`Cc1ccc(-c2oc3ncnc(N)c3c2-c2ccc(C)cc2)cc1` as listed: 3.3%, ·
`CN(C)CC(C)(C)NS(=O)(=O)c1ccc(Cl)cc1` as listed: 6.0%, 4%
`CC1=CCP(=O)(c2ccccc2)C1` (stereo not given) as listed: -0.7%, -12%

Continued:
SMILES	Hsp70 displacement	MKP-3 inhibition
C=CCNc1nc(-c2ccc(Cl)cc2)cs1	-4.8%	·
COc1ccc(CN=Cc2c(O)n(-c3ccc(OC)cc3)c(=O)[nH]c2=O)cc1	3.4%	1%
O=C(O)[C@H](Cc1ccccc1)N1Cc2ccccc2C1=O	4.3%	-1%
Cc1cc(S(=O)(=O)Nc2ccccc2C(=O)O)ccc1Cl	1.3%	2%
NC(=O)C1CCN(C(c2ccccc2F)c2nnnn2Cc2ccco2)CC1 (stereo not given)	0.1%	-4%
O=C(COc1ccccc1)Nc1ccc(Br)cn1	-4.8%	-2%
CS(=O)(=O)N(CC(=O)N1CCCCCC1)c1ccc2c(c1)OCCO2	-0.2%	-7%
Cc1ccc(NS(=O)(=O)c2ccc3c(c2)oc(=O)n3C)cc1F	-4.0%	-7%
Cc1oc(-c2cccs2)[n+]([O-])c1C	4.0%	-3%
COc1ccc(C(=O)NCCC(C)C)cc1S(=O)(=O)N1CCOCC1	3.0%	-2%
COc1ccc(/C(=N/O)C(C)(C)NO)cc1	-3.1%&5.5%	3%
Cc1ccc(S(=O)(=O)NC2=NCN(CCOC(=O)c3ccccc3)CN2)cc1	-5.8%	·
CC(NS(=O)(=O)c1ccc2c(c1)OCCO2)C(=O)O (stereo not given)	-7.3%	4%
CCc1ccc(-n2c(C)cc(/C=C(/C#N)C(=O)N3CCOCC3)c2C)cc1	1.6%	4%
COc1ccccc1NC(=O)COC(=O)c1cnccn1	4.7%	·
CCOc1ccc(-n2c(SC)nc3c(c2=O)SCC3)cc1	1.4%	1%
CCc1cc(C(=O)OC)c(NC(=O)CC2NCCNC2=O)s1 (stereo not given)	-0.5%	8%
Cc1cc(C)c2nc3c(c(C(=O)O)c2c1)CCC3	4.8%	-3%
COc1ccc(OC)c(NS(=O)(=O)Cc2ccccc2)c1	16%	1%
COc1ccc(N(C(C)C(=O)NN=C2CCN(C)CC2)S(C)(=O)=O)cc1 (stereo not given)	-0.8%	0%
COc1ccc(-c2n[nH]c(=S)n2-c2ccccc2)cc1	0.8%	4%
CC(C(=O)OCn1nnc2ccccc2c1=O)N1C(=O)c2ccccc2C1=O (stereo not given)	-4.9%	1%
COc1cccc(N(CC(=O)NC(C)c2ccccc2)S(C)(=O)=O)c1 (stereo not given)	·	-2%
COCNc1nc(OCC#N)nc(N(C)C)n1	4.4%	-7%
O=C(OCn1nnc2ccccc2c1=O)C1COc2ccccc2O1 (stereo not given)	0.8%	-8%
O=C(/C=C/c1ccc(Br)o1)OCc1ccccc1	1.5%	·
COc1ccc(C2N=C(N)N=C(N)N2c2ccccc2)cc1OC (stereo not given)	1.5%	-5%
COc1ccc(CCNC(=O)NC23CC4CC(CC(C4)C2)C3)cc1OC	-1.7%	·
CC(C)C1N=C(c2ccc3c(c2)OCO3)CC(c2ccccc2O)N1 (stereo not given)	3.9%	·
CCC(=O)Nc1ccc(-c2nn3c(C)nnc3s2)cc1	2.4%	1%
N#CC(C#N)=Cc1ccc(-c2ccc3c(c2)COC3=O)o1	2.1%	9%
O=C(COc1ccccc1[N+](=O)[O-])Nc1cccc(Cl)c1Cl	2.2%	2%
CC(C)(C)c1ccc(C(=O)Nc2ccc(N3CCOCC3)cc2)cc1	5.5%	·
O=C(c1ccc(F)c(F)c1)N1CCN(c2cc(N3CCCC3)c(F)cc2[N+](=O)[O-])CC1	-8.5%	4%
NNc1nc(-c2ccccc2)c2cc(Br)ccc2n1	-10%	2%
CC(=O)Nc1ccc(S(=O)(=O)Nc2cccc(N(C)S(C)(=O)=O)c2)cc1	2.6%	3%
O=C(O)c1ccc(COc2ccc(CO)cc2Cl)cc1	0.2%	-6%
COC(=O)C(NC(C)=O)(Nc1nc2c(s1)CCCC2)C(F)(F)F (stereo not given)	-1.5%	-6%
COc1ccc2c(C)cc(N3CCN(c4ccc(F)cc4)CC3)nc2c1	3.2%	·
Cc1ccc(S(=O)(=O)NCCn2c(C)cc3ccccc32)cc1	8.0%	5%

Four compounds out of the list, arranged by molecular weight, largest number first:
SMILES	Hsp70 displacement	MKP-3 inhibition
COc1ccc(CCNC(=O)NC23CC4CC(CC(C4)C2)C3)cc1OC	-1.7%	·
COc1ccc2c(C)cc(N3CCN(c4ccc(F)cc4)CC3)nc2c1	3.2%	·
COc1ccc(C2N=C(N)N=C(N)N2c2ccccc2)cc1OC (stereo not given)	1.5%	-5%
N#CC(C#N)=Cc1ccc(-c2ccc3c(c2)COC3=O)o1	2.1%	9%

Next part
SMILES	Hsp70 displacement	MKP-3 inhibition
NC(=O)C(F)(Cl)c1c(F)c(F)c(F)c(-c2ccccc2)c1-c1ccccc1 (stereo not given)	-3.2%	-1%
Cc1ccc2[nH]c3c(c2c1)CN(C(=O)CN(C)CC1OCCO1)CC3	11%	·
O=S(=O)(Nc1ccc2c(c1)OCO2)c1ccc2ccccc2c1	5.4%	-4%
COC(=O)c1ccc(NC(=O)Nc2ccc(C)cc2)cc1	0.9%	·
Cc1ccc(C(=O)N2CCN(c3ccc([N+](=O)[O-])cc3)CC2)cc1C	1.3%	-7%
CCOC(=O)Cc1nnc2c(NC(C)C)nc3nonc3n12	4.7%	-4%
Cc1ccc(C)c(Cn2c(=O)n(CCCC(=O)NCc3ccco3)c(=O)c3ccccc32)c1	-4.8%	2%
Cc1cc(C)c2[nH]c(=O)c(CN(C(=O)C3CCCO3)C3CCCC3)cc2c1 (stereo not given)	-1.3%	8%
O=C1NC(c2ccccc2)C(C(=O)c2cccs2)=C1O (stereo not given)	5.6%	-4%
CCOc1cc(CNCC2CCCO2)cc(Br)c1OCC(N)=O (stereo not given)	-2.9%	-2%
CCC(Sc1ccc(C(=O)O)cc1)C(=O)O (stereo not given)	1.7%	-8%
CC1=C(C(=O)Nc2cccnc2)C(c2ccc3c(c2)OCO3)C2=C(CCCC2=O)N1 (stereo not given)	-3.4%	·
c1ccc(-c2ccc(Oc3nc4ccccc4n4cnnc34)cc2)cc1	·	1%
CCN1C(=O)/C(=C\c2cn(Cc3ccc(F)cc3)c3ccccc23)SC1=S	-5.3%	1%
COc1cc(C(=O)NC(C)C2CC3CCC2C3)cc(OC)c1OC (stereo not given)	2.0%	-1%
C=CCOc1ccc(/C=C/C(=O)c2ccc(Cl)cc2)cc1OC	-8.6%	6%
COC(=O)Cc1cc(=O)[nH]c(/N=C(/NC(=O)c2ccccc2)Nc2ccccc2C)n1	-3.2%	0%
COc1ccc(-c2nn(-c3ccccc3)cc2CO)cc1	0.1%	·
CCCC1=NN(C(=O)Cc2ccc([N+](=O)[O-])cc2)C(O)(C(F)(F)F)C1 (stereo not given)	3.7%	3%
O=C(c1ccc(F)cc1)N1CCN(S(=O)(=O)c2ccc(Cl)cc2)CC1	-0.1%	4%
CCCN(CCO)CCCc1ccccc1	-6.2%	·
O=C(CSc1ccc2nnc(-c3ccccn3)n2n1)Nc1ccc2c(c1)OCCO2	·	6%
COCCn1c(C)cc(C(=O)CSc2nc3ccccc3o2)c1C	-1.2%	-1%
O=C(Nc1ccc2c(c1)OCO2)c1cc([N+](=O)[O-])ccc1Cl	0.7%	0%
CCC(=O)Nc1ccc(S(=O)(=O)Nc2cccc(C)c2)cc1OC	3.9%	-12%
COC(=O)C(c1ccccc1)c1ccccc1	3.6%	1%
C=CCNC(=O)C(=O)N/N=C/c1ccccc1	-4.7%	-1%
Cc1ccc(S(=O)(=O)Oc2ccccc2C(=S)N2CCOCC2)cc1	-4.4%	2%
CCOC(=O)CN1CC23C=CC(O2)C(C(=O)NCc2cccs2)C3C1=O (stereo not given)	·	2%
O=C(c1ccccc1)N1CCN(CC#CC2(O)CCCCC2)CC1	-3.1%	-1%
COC(=O)c1c(NC(=O)Cc2cccs2)sc(C(=O)NC2CCCCC2)c1C	-0.5%	·
O=C(CN(c1cccc([N+](=O)[O-])c1)S(=O)(=O)c1ccccc1)NCc1ccco1	-3.3%	-3%
COc1ccc(C2CC(c3c(O)cc(C)oc3=O)=NCCS2)c(OC)c1 (stereo not given)	4.2%	-14%
O=c1c([N+](=O)[O-])c(N2CCCCC2)c2ccccc2n1-c1ccccc1	0.4%	·
CCN(CC)c1ccc(/C=C2/C(=O)NN(c3ccc(Br)cc3)C2=O)c(O)c1	-23%	8%
CCOC(=O)C1C(=O)NC(N2CCCCC2)=NC1C(C)C (stereo not given)	0.4%	-6%
COC(=O)CSc1nnc(-c2ccoc2C)n1-c1ccc(C)cc1	-2.4%	-14%
C/C(=N\NC(=O)c1ccccn1)c1ccc(F)cc1	-0.2%	0%
COc1ccccc1NC(=O)CC1CCCCC1	-5.2%	5%
O=C(CSc1nc2ccccc2[nH]1)c1ccc2c(c1)OCO2	0.1%	-6%
CC1(C)C(C=C(Cl)Cl)C1C(=O)N1CCN(c2ccccc2)CC1 (stereo not given)	-1.1%	-1%
CCN(CC)CCN1C(=O)C(O)=C(C(=O)/C=C/c2ccccc2)C1c1cccc(F)c1 (stereo not given)	3.9%	4%
CC(Sc1nc(NCc2ccccc2)nc(N2CCOCC2)n1)C(=O)Nc1ccccc1 (stereo not given)	1.5%	-9%
CCCc1nnc(NC(=O)CCC(=O)N2CCN(CCOc3ccc(C)cc3)CC2)s1	2.7%	3%
COc1cc2cc(C(c3nnnn3C(C)(C)C)N3CCc4ccccc43)c(=O)[nH]c2cc1OC (stereo not given)	3.2%	-2%
O=C(Nc1ccccc1C(=O)c1ccccc1)c1ccccc1	-0.9%	3%
C=CCOC(=O)C1=C(C)NC(SCC(=O)OCC)=C(C#N)C1c1ccc(C)cc1 (stereo not given)	-1.5%	·
Cc1cc(C(=O)COC(=O)C2=NNC(=O)CC2)c(C)n1-c1ccc(OC(F)F)cc1	6.4%	·
COC(=O)C1=C(C)N(c2cc(C)cc(C)c2)/C(=C\c2sccc2C)C1=O	3.1%	-3%
COc1cc2[nH]c(=O)n(CCCC(=O)N3CC=C(c4ccccc4)CC3)c(=O)c2cc1OC	-2.4%	4%
Cc1cc(C(=O)OCC(=O)N2c3ccccc3CC2C)c(C)o1 (stereo not given)	-1.1%	2%
O=C1Nc2ccccc2C(O)(C(=O)NCc2ccco2)N1c1ccc(Cl)c(Cl)c1 (stereo not given)	0.2%	-7%
CCOc1ccc(CN2C(=O)c3ccccc3C2C(=O)NCc2cccnc2)cc1 (stereo not given)	2.3%	-7%
CCCc1c(C)c2ccccc2[nH]c1=O	1.4%&0.7%	-5%&2%
CC(C)NC(=O)c1sc2nc(-c3cccs3)cc(-c3cccs3)c2c1N	-6.1%	·
COc1ccc(C(=O)Nn2c(C)ccc2C)cc1OC	0.1%	0%
Cc1nn(-c2ccccc2)c2c1C(c1ccc(O)cc1)C(C#N)=C(N)O2 (stereo not given)	3.2%	-4%

6 compounds from above, sorted by their value in Hsp70 displacement, largest number first:
SMILES	Hsp70 displacement	MKP-3 inhibition
Cc1cc(C(=O)COC(=O)C2=NNC(=O)CC2)c(C)n1-c1ccc(OC(F)F)cc1	6.4%	·
CCN(CC)CCN1C(=O)C(O)=C(C(=O)/C=C/c2ccccc2)C1c1cccc(F)c1 (stereo not given)	3.9%	4%
Cc1nn(-c2ccccc2)c2c1C(c1ccc(O)cc1)C(C#N)=C(N)O2 (stereo not given)	3.2%	-4%
CC(Sc1nc(NCc2ccccc2)nc(N2CCOCC2)n1)C(=O)Nc1ccccc1 (stereo not given)	1.5%	-9%
CC1(C)C(C=C(Cl)Cl)C1C(=O)N1CCN(c2ccccc2)CC1 (stereo not given)	-1.1%	-1%
COc1cc2[nH]c(=O)n(CCCC(=O)N3CC=C(c4ccccc4)CC3)c(=O)c2cc1OC	-2.4%	4%
